T cell modulator – T cell immune modulators affecting CD8 T cell-vesicle binding; 330,000 compounds, 0.068% hits; AID 2052; 2C CD8+ T cell-vesicle binding, flow cytometry; hits give low values; calls only at 7 µM;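 active = response, share of CD8 T cells binding vesicles, and their 90th percentile fluorescence all below set limits, cut at about 80% in these data, passing the limit was not always enough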
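Also added: QL9-peptide-loaded Drosophila micro-vesicles bearing Ld, ICAM-1 and B7-1; Test system: purified 2C TCR transgenic mouse naive CD8+ T cells; Measured by: cytometric PE anti-B7-1 and Alexa647 anti-CD8 signals after 1% paraformaldehyde fixation; Timing: binding step 1.5 h, 37 °C, antibody labelling 20 min, ice.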
MT stabilize HCS – stabilizes microtubules in HeLa cells. HeLa tubulin immunostaining HCS, 24 h; share of cells brighter than vehicle mean+2SD. % tubulin-high responders, % at 10 µM. 200,000 compounds, 0.83% hits;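 active = plate Z-score above 3 for both tubulin-high and condensed-nucleus cell shares, with cell loss under 80%, at 10 µM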;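 note: anti alpha tubulin signal scored within the nucleus-defined area of each cell; some results filed as inactive read as strong as hits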
West Nile virus CPE – West Nile virus antiviral activity, cell-based, CPE readout (AID 1621); West Nile virus-infected cells, CPE inhibition; higher % means a stronger effect; CPE inhibition, % at 10 µM, or IC50 in µM where a hit was titrated; 290,000 compounds, 0.02% hits; in the data active = a potency from the dose series; inconclusive = CPE inhibition mostly from about 3.7% at the one dose, without a potency; inactive = the rest, 99 in 100 with CPE inhibition below about 2.2%; note: strong numbers were not always called active
Lipid droplet – modulators of hepatic lipid droplet formation. 240,000 compounds, 0.4% hits. AML12 mouse hepatocytes, oleate lipid droplets, BODIPY imaging. inhibition, % at 6.5 µM. AID 1656;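 active = lipid droplet intensity inhibited by at least 50%, with more than 500 cells counted; inconclusive = wells with under 300 cells, treated as cytotoxic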
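Test system: AML12 hepatocytes (mouse); reagent: oleate loading, 100 µM; dosing: one dose, 6.5 µM compound; incubation: overnight exposure; signal: fluorescence imaging, 20x objective, two fields per well; read-out basis: % inhibition of corrected integrated BODIPY droplet signal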
Ins promoter up – MIN6 insulin promoter up-regulation; 190,000 compounds, 0.3% hits; AID 1625; MIN6 insulin promoter-GFP reporter, high-content imaging; hits give high values; z-score at 5 µM;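 active = z-score above 3 at 5 µM with at least 500 cells counted in the well; inconclusive = wells under 500 cells, flagged as cytotoxic or low count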
Myeloid diff MLP – compounds promoting myeloid differentiation; ER-HoxA9 myeloid progenitors, lysozyme-GFP differentiation, flow cytometry; calls only at 10 µM; 360,000 compounds, 1% hits; AID 624256;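 active = normalized GFP-positive differentiation at or above the plate's own cutoff, the solvent-only control mean plus 3 SD; inconclusive = no clear call, values can overlap the other calls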;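 note: cells exposed to compound for four days before flow analysis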
Autophagy mod – modulators of autophagy; MEF GFP-LC3 puncta imaging; test concentration mostly 10 µM; calls only at 10 µM (by protocol); 190,000 compounds, 0.98% hits; AID 463193;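 active = percentage of spot-positive cells more than 3 SD above its plate mean, without a fluorescence outlier flag or 80% toxicity; inconclusive = no clear call, values can overlap the other calls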;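 note: spot-positive cell cutoff set from DMSO-treated cells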
b-catenin transl – alters nuclear translocation of beta-catenin in HeLa cells; immunofluorescence imaging; nuclear translocation activity, % at 5 µM; AID 1665; 190,000 compounds, 0.3% hits;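 active = nuclear translocation activity above 50% at 5 µM, with a well cell count of 50 or more; inconclusive = wells under 50 cells across six images, flagged as toxic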;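 note: per-cell ratio of nuclear to cytoplasmic median beta-catenin stain intensity; plate controls were DMSO negative control for no effect and GSK-3 inhibitor IX positive control for full effect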
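Test system: human HeLa cells, native beta-catenin. Compound dosing: 5 µM primary single dose, 0.1% DMSO, 0.02–20 µM confirmation series. Incubation: compound exposure 24 h at 37°C. Detection: beta-catenin immunostaining with DAPI counterstain, 20x imaging, 6 fields/well. Read-out basis: Nuclear/cytoplasmic beta-catenin signal ratio, % activation.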
WT yeast gro inh – growth inhibition of WT yeast, mitochondrial fusion screen | 190,000 compounds, 2.1% hits | mitochondrial fusion phenotypic screen, WT strain | inhibition, % at 10 µM; in the data active = inhibition above about 58%; tested in S. cerevisiae
WT yeast gro inh mutant strain – second read-out of WT yeast gro inh, no call of its own (marks repeat the call); inhibition, %; mitochondrial fusion phenotypic screen, mutant strain inhibition
Ins promoter up cell count – also measured in Ins promoter up; calls as there; cell count; measured here: cytotoxicity, nuclei count;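 total cells summed across four imaged fields per well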
Lipid droplet cells 6.5 µM – further read-out of Lipid droplet, marked with its call; cell count; measured here: cell count, cytotoxicity flag;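 cells counted across two imaged fields per well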
b-catenin transl cell count 5 µM – recorded beside b-catenin transl, whose call it bears; cell count; measured here: cell count, cytotoxicity flag
T cell modulator vesicle-bound % – also measured in T cell modulator; calls as there; double positive events, %; measured here: CD8+ vesicle-bound cell fraction;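 binding gate set so that unloaded-vesicle control wells show 10% double positive cells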
MT stabilize HCS Hoechst-high % – also measured in MT stabilize HCS; calls as there; % Hoechst-high responders; measured here: nuclear condensation Hoechst responders;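 share of cells brighter than vehicle mean plus two SD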
MT stabilize HCS cytotoxicity % – recorded beside MT stabilize HCS, whose call it bears; toxicity, %; measured here: cytotoxicity by cell density;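 0% = mean cell density of plate MIN control wells and 100% = no cells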
Autophagy mod cell loss 18 h – further read-out of Autophagy mod, marked with its call; toxicity, %; measured here: cell loss, nuclei count;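 cell loss after 18 h compound exposure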
Myeloid diff MLP GFP+ MAC1+ % – recorded beside Myeloid diff MLP, whose call it bears; GFP+ MAC1+ double positive, %; measured here: differentiation confirmed by MAC1 staining
An asterisk follows results filed as active; i = inactive; u = inconclusive; x = no result given.

SMILES | T cell modulator | T cell modulator vesicle-bound % | MT stabilize HCS | MT stabilize HCS Hoechst-high % | MT stabilize HCS cytotoxicity % | West Nile virus CPE | Lipid droplet | Lipid droplet cells 6.5 µM | Ins promoter up | Ins promoter up cell count | Myeloid diff MLP | Myeloid diff MLP GFP+ MAC1+ % | Autophagy mod | Autophagy mod cell loss 18 h | b-catenin transl | b-catenin transl cell count 5 µM | WT yeast gro inh | WT yeast gro inh mutant strain
CCOC(=O)N1CCN(Cc2cn[nH]c2-c2ccc(-c3ccccc3)cc2)CC1 | i | 50.0 | 3.4 | 3.3 | 7.5 | -0.7% | 12.8 | 632 | -0.5 | 1267 | i | 0.4 | i | -3.7 | 0.1 | 1081 | 20.3 | -5.0
CCS(=O)(=O)N1CCN(C(=O)c2cccs2)CC1 | i | 13.3 | 3.0 | 1.6 | 4.3 | 0.2% | x | x | 0.2 | 1184 | i | 1.0 | i | -0.7 | 0.2 | 1117 | 6.6 | 8.4
COc1cccc(CC2(CO)CCCN(Cc3cn[nH]c3C3CCCCC3)C2)c1 (stereo unspecified) | i | 26.7 | 3.1 | 1.8 | 4.9 | -1.1% | -23.2 | 693 | 0.02 | 1452 | i | 0.5 | i | 19.6 | 0.9 | 963 | 9.9 | 0.7
CS(=O)(=O)N1CCN(c2ccc([N+](=O)[O-])c(SCc3ccco3)c2)CC1 | i | 48.4 | 7.3 | 2.6 | 8.7 | -0.1% | -43.9 | 618 | -1.59 | 1320 | i | 0.1 | i | 1.2 | -1.5 | 1099 | -16.7 | 8.8
Cn1c(CNc2ccccc2)cc(=O)n(C)c1=O | i | 6.5 | 2.1 | 2.0 | 11.1 | 0.5% | x | x | 0.39 | 1345 | i | 8.4 | i | -9.9 | -4.9 | 1008 | 18.9 | 7.0
O=C(NCc1ccc2c(c1)OCO2)c1cc(Cl)ccc1Cl | i | 57.5 | x | x | x | -0.7% | -12.8 | 815 | x | x | i | 0.5 | x | x | x | x | x | x
O=C(Nc1cccc2ccccc12)c1ccc([N+](=O)[O-])cc1 | i | 13.6 | x | x | x | -0.1% | 1.4 | 821 | x | x | i | 1.0 | x | x | x | x | x | x
Cc1sc2nc(-c3ccccc3)[nH]c(=O)c2c1-c1ccccc1 | i | 8.7 | 1.7 | 2.4 | 3.3 | 0.2% | -2.1 | 557 | 0.39 | 1328 | x | x | i | -2.5 | -0.9 | 545 | -12.1 | -21.8
Cc1ccccc1NC(=S)C1=C(O)c2sccc2N(C)S1(=O)=O | i | 57.6 | 2.0 | 2.4 | 6.2 | 0.6% | -3.2 | 708 | 0.43 | 741 | i | 0.8 | i | -0.7 | 0.5 | 1064 | 18.8 | 28.0
O=C(Nc1ccc(F)cc1)Nc1ccc2c(c1)CCC2 | i | 63.0 | x | x | x | -0.5% | -12.1 | 718 | x | x | i | 1.0 | x | x | x | x | x | x
O=[N+]([O-])c1ccc(N2CCN(Cc3ccncc3)CC2)cc1 | i | 46.6 | x | x | x | -1.2% | -7.4 | 813 | x | x | i | 0.4 | x | x | x | x | x | x
N#C/C(=C\c1cccnc1)c1nc2c(s1)CCCC2 | i | 53.8 | 2.4 | 2.7 | 6.5 | -0.4% | -3.2 | 656 | -1.49 | 1273 | i | 0.2 | i | 16.4 | -1.4 | 1111 | -5.1 | 13.9
COc1cc(/C=N/NC(=O)c2ccc(CSc3nc4ccccc4[nH]3)cc2)cc(OC)c1OC | i | 46.3 | 2.8 | 2.9 | 1.8 | 0.4% | 8.1 | 669 | -1.1 | 1041 | i | 1.0 | i | 10.4 | x | x | -0.8 | -13.0
C=CCOc1ccccc1/C=c1\sc2nc(=O)c(C)nn2c1=O | i | 5.2 | 2.5 | 1.1 | 4.5 | 0.4% | -0.8 | 725 | x | x | i | 0.3 | i | -2.0 | -1.0 | 1076 | -12.7 | 8.3
NC1CCCCC1N=Cc1c(O)n(CCc2ccc(F)cc2)c(=O)[nH]c1=O (stereo unspecified) | x | x | 5.9 | 2.8 | 5.9 | 0.0% | x | x | 0.2 | 1019 | i | 2.5 | i | 2.9 | -1.0 | 1204 | 1.8 | 7.0
CCc1ccc2nc(N3C(=O)c4oc5ccccc5c(=O)c4C3c3ccc(OC)c(OC)c3)sc2c1 (stereo unspecified) | i | 14.3 | 2.8 | 1.8 | 7.0 | 0.1% | -16.2 | 575 | x | x | x | x | i | 1.0 | 0.3 | 936 | 15.1 | 11.2
O=C(c1cccc2c1-c1ccccc1C2)N1CCCCC1 | i | 16.8 | x | x | x | 0.0% | -15.8 | 735 | 2.39 | 1542 | i | 1.4 | x | x | -1.0 | 1351 | x | x
CC1=CC=CN2C1=NC(=O)CC2(C)C(=O)N(CC(=O)NC1CCCC1)c1cc(C)cc(C)c1 (stereo unspecified) | i | 41.4 | 1.8 | 2.3 | 15.2 | -0.5% | 4.7 | 757 | 0.98 | 1295 | i | 0.4 | i | 5.0 | -0.3 | 1043 | 6.4 | -1.9
CCOCCOC(=O)COc1ccc2c(=O)c(Oc3ccc(OC)cc3)coc2c1 | i | 27.3 | x | x | x | 0.4% | -3.6 | 409 | x | x | i | 0.2 | x | x | x | x | x | x
Cc1nc(C)c(C(=O)O)c(-c2ccsc2)c1C(=O)O | i | 52.6 | x | x | x | 0.1% | 0.6 | 669 | -0.17 | 1049 | i | 0.8 | x | x | 0.3 | 1264 | x | x
CC1CCCCN1C(=O)CCC(=O)Nc1nnc(C2CCCCC2)s1 (stereo unspecified) | i | 27.8 | x | x | x | 0.0% | -0.8 | 736 | x | x | i | 7.2 | x | x | x | x | x | x
CN1C2=C(C#N)C(c3ccccc3)(C(F)(F)F)NC(=O)N2c2ccccc21 (stereo unspecified) | i | 20.0 | 1.1 | 1.5 | 4.4 | -0.2% | 8.8 | 773 | x | x | i | 0.4 | i | -13.8 | x | x | 1.2 | -11.6
O=C(Nc1ccccc1F)C1CCCN(S(=O)(=O)c2ccc(-n3cnnn3)cc2)C1 (stereo unspecified) | i | 45.7 | x | x | x | -0.1% | 20.9 | 826 | x | x | i | 0.4 | x | x | x | x | x | x
C=CCC1(CC=C)CCCN1C(=O)C1CCC(=O)N(CCc2ccc(Cl)cc2)C1 (stereo unspecified) | i | 9.3 | x | x | x | -1.6% | -3.7 | 620 | x | x | u | x | x | x | x | x | x | x
O=C(CC1(O)C(=O)c2ccccc2C1=O)c1ccccc1 | i | 22.3 | 4.3 | 3.2 | 5.7 | 0.3% | 10.4 | 774 | 1.26 | 1114 | i | 0.6 | i | 9.7 | -4.7 | 603 | -8.7 | -15.0
The listing continues.
SMILES | T cell modulator | T cell modulator vesicle-bound % | MT stabilize HCS | MT stabilize HCS Hoechst-high % | MT stabilize HCS cytotoxicity % | West Nile virus CPE | Lipid droplet | Lipid droplet cells 6.5 µM | Ins promoter up | Ins promoter up cell count | Myeloid diff MLP | Myeloid diff MLP GFP+ MAC1+ % | Autophagy mod | Autophagy mod cell loss 18 h | b-catenin transl | b-catenin transl cell count 5 µM | WT yeast gro inh | WT yeast gro inh mutant strain
C/C(=N\NC(=O)c1cccc(S(=O)(=O)Nc2cccc(Cl)c2)c1)c1cccs1 | i | 16.6 | 2.7 | 2.3 | 3.6 | -1.0% | -4.2 | 673 | -0.41 | 1494 | i | 0.1 | i | -6.2 | -0.9 | 1059 | -5.6 | 0.9
CN1CCN(c2nc3c(c(=O)n(C)c(=O)n3C)n2Cc2cccc(Br)c2)CC1 | i | 22.5 | x | x | x | -0.8% | 10.3 | 765 | x | x | i | 0.3 | x | x | x | x | x | x
COc1cccc(C2CC(c3ccc(Cl)cc3)n3nc(N)nc3N2)c1 (stereo unspecified) | i | 10.3 | 3.8 | 2.4 | 1.8 | 0.0% | x | x | 2.37 | 847 | i | 1.9 | x | x | 0.8 | 1109 | 10.3 | 2.3
Cc1ccc(SCc2noc(C(=O)NCC3CCCO3)c2C(=O)O)cc1C (stereo unspecified) | x | x | 2.5 | 1.1 | 7.0 | 1.7% | x | x | 0.21 | 1440 | i | 1.0 | i | -7.6 | -0.9 | 1282 | -10.2 | -9.4
CCC(=O)N1CCN(c2cc(NCC3CCCO3)c(F)cc2[N+](=O)[O-])CC1 (stereo unspecified) | i | 48.0 | 6.3 | 2.1 | 4.5 | -0.1% | -3.3 | 751 | -0.83 | 1154 | i | 0.2 | i | 5.7 | 1.3 | 1055 | 11.7 | 5.2
CCCCNC(=O)CS(=O)Cc1nc(-c2cccc(C)c2)oc1C (stereo unspecified) | i | 14.3 | 5.1 | 3.9 | 8.8 | 0.5% | x | x | -1.06 | 1062 | i | 2.0 | i | 1.0 | 0.3 | 1125 | 10.7 | 2.9
O=C(Nc1ccc(Oc2cccnc2)cc1)c1ccccc1Cl | i | 58.8 | 3.7 | 2.7 | 5.4 | 0.9% | 22.3 | 597 | 0.5 | 1512 | i | 0.7 | i | 2.8 | -2.3 | 1006 | -0.2 | -1.4
CCN(CC)CCN1C(=O)C(=O)/C(=C(/O)c2c(C)[nH]c(C(=O)OC)c2C)C1c1ccccc1 (stereo unspecified) | i | 16.3 | 2.2 | 1.0 | 0.3 | -0.2% | 14.2 | 708 | -0.18 | 1245 | i | 1.6 | i | 1.0 | x | x | 4.2 | 6.4
CCCCN(Cc1ccccc1)C(=O)C1CCC(=O)N(CCc2ccccn2)C1 (stereo unspecified) | i | 9.7 | x | x | x | -0.3% | 1.2 | 753 | x | x | i | 1.8 | x | x | x | x | x | x

Hits appear at their usual frequency, and some 3.9% of all compounds hit somewhere here.
